# STEP block: inhibitors of human striatal-enriched phosphatase STEP. inhibition, % at 20 µM. 0.25% of 360,000 active. recombinant STEP, OMFP fluorogenic substrate, fluorescence. P54829;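 active = inhibition at 20 µM, scaled per plate between control wells, above about 37%, limit read from the data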;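 note: 0% = DMSO with enzyme and substrate and 100% = substrate only without enzyme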
#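 material = STEP tyrosine phosphatase | reagent = fluorogenic phosphatase substrate OMFP at 25 µM final | doses = single compound dose of 20 µM, 1% DMSO final | schedule = 20 min reaction, room temperature, in the dark | measured by = fluorescence, 480/540 nm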
# SKN-1 inh: C. elegans SKN-1 inhibition; C. elegans VP596 Pgst-4::GFP/RFP ratio, acrylamide-induced, 24 h; inhibition, % at 21.8 µM; 0.49% of 360,000 active; AID 624304;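 active = interference check ratio from 0.5 to 1.5 plus GFP to RFP signal ratio inhibition reaching or exceeding a fixed threshold, cut at about 30% in these data, passing the limit was not always enough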; note: some compounds called inactive have numbers as strong as hits
# Tb MetRS inh: Trypanosoma brucei MetRS inhibition | purified T. brucei MetRS, ATP depletion, Kinase-Glo luminescence | inhibition, % at 11.9 µM | 0.4% of 360,000 active;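 active = inhibition above a per-plate cutoff of the control wells' mean inhibition plus 3 SD, cut at about 5.5% in these data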;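 note: 0% = DMSO wells median and 100% = median of wells with control inhibitor compound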
#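 Test system – parasite MetRS enzyme · Reagent – substrates ATP, L-methionine and bulk Escherichia coli tRNA · Doses – 11.9 µM compound single dose, 0.9% DMSO · Times – 15 min enzyme-compound preincubation, 2 h reaction, 10 min detection, 25 °C · Signal – Kinase-Glo luminescence, ATP depletion format · Controls – DMSO-only wells as low control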
# Neddyl block: cullin neddylation inhibition; P61081+Q13564; TR-FRET cullin neddylation, biochemical; calls only at 25 µM; 0.58% of 360,000 active; AID 651699; in the data active = inhibition above about 36%
# CendR NRP1 mod: modulators of CendR peptide binding to human neuropilin-1 | O14786 | inhibition, % at 25 µM | FAM-RPARPAR peptide binding to NRP-1, fluorescence polarization | 0.85% of 360,000 active;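 active = inhibition or corrected inhibition above about 18%, plus a signal ratio from 0.5 to 1.5, limit read from the data, passing the limit was not always enough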; note: strong numbers were not always called active
# Target sequence (O14786 whole entry, looked up): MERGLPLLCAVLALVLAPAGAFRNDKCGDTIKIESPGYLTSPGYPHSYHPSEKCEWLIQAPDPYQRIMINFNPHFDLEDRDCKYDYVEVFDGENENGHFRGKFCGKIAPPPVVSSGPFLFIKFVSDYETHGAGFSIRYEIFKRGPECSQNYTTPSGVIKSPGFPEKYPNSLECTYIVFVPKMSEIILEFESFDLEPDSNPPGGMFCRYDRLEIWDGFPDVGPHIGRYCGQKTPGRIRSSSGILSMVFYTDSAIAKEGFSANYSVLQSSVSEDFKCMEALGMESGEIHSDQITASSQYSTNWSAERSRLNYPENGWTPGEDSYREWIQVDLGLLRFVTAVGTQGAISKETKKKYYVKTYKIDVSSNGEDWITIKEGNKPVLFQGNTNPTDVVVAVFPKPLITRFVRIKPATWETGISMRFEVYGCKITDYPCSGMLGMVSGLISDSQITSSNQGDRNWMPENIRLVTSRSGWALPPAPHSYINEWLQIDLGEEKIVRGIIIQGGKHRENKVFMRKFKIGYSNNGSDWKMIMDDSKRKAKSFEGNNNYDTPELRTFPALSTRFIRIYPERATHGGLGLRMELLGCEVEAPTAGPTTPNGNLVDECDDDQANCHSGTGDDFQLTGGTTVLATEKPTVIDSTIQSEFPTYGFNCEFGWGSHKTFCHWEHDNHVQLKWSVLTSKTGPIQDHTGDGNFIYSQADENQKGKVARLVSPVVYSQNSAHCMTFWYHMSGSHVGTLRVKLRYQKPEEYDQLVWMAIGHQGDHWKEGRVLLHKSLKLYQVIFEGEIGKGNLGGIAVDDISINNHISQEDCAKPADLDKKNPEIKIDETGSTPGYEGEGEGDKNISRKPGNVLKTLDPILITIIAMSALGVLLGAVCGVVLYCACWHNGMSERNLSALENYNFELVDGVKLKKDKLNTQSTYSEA
# SUMO1 PPI mod: modulators of human SUMO1-mediated protein-protein interactions; SUMO1 binding to a labelled peptide, TR-FRET, 1 h; inhibition, % at 20 µM; 0.33% of 360,000 active; in the data active = inhibition above about 37%
# LMPTP block: blocks human LMPTP phosphatase. 0.22% of 360,000 active. inhibition, % at 20 µM. AID 651560. P24666. recombinant LMPTP-A, OMFP fluorogenic substrate, fluorescence intensity;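 active = compounds that cut the enzyme signal by at least half of the control window in the single-dose screen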;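 note: plate controls were DMSO wells with enzyme plus substrate for no effect and substrate without enzyme for full effect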
# Target sequence (P24666 whole entry, looked up): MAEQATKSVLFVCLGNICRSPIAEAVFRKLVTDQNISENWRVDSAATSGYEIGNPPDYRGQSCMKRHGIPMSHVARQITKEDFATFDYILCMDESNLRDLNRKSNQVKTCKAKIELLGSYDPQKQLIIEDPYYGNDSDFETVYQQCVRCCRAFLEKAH
#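 material = LMPTP-A | quantity = 0.625 nM enzyme | reagent = OMFP substrate, 400 µM final | buffer or medium = Bis-Tris pH 6.0, DTT, detergent | detection = endpoint fluorescence intensity from OMFP dephosphorylation | dosing = single 20 µM dose | read-out basis = % inhibition relative to no-enzyme and uninhibited control wells | control set = no-enzyme and uninhibited controls | timing = 50 min at room temperature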
# Scp-1 inhibitor: blocks human Scp-1 phosphatase activity. Recombinant Scp1, phosphopeptide, malachite green phosphate absorbance. inhibition, % at 20 µM. 0.88% of 340,000 active;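 active = inhibition above about 50% at 20 µM, limit read from the data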;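 note: plate controls were DMSO wells with enzyme for no effect and wells lacking enzyme for full effect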
#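 Incubation: 45 min enzyme reaction at room temperature / System: truncated SCP-1 phosphatase (76-261aa) / Reagent: Phospho 17-mer peptide substrate / Buffer or medium: Acidic Tris acetate buffer with magnesium and detergent / Signal: absorbance at 630 nm / Doses: one concentration, 20 µM, with 1.0% DMSO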
# NadD inh: NadD (S. aureus) enzyme inhibition; 0.78% of 360,000 active; inhibition, % at 20 µM; purified NadD enzyme, colorimetric absorbance read-out; AID 602399; in the data active = inhibition above about 26%; note: some compounds past the cut are filed as inactive
# DNMT1 block: inhibitors of human DNMT1. DNMT1 molecular beacon, Hinp1I cleavage, fluorescence. inhibition (reported as % activation of signal), % at 10 µM. 0.83% of 360,000 active; in the data active = inhibition above about 50%
# * hit, by the source's call; i = inactive; . = no result given.
STEP block,SKN-1 inh,Tb MetRS inh,Neddyl block,CendR NRP1 mod,SUMO1 PPI mod,LMPTP block,Scp-1 inhibitor,NadD inh,DNMT1 block,molecule
16,10,0.7,i,-1,12,2.7,25,13,3,O=C(CSc1nc2ccsc2c(=O)n1CC1CCC(C(=O)O)CC1)c1ccc(Cl)cc1 (centres undefined)
4,-2,0.4,i,1,-2,-0.1,-7,0,-6,COc1ccc(C(=O)OCC(=O)c2ccc[nH]2)c(OC)c1
0,8,-0.4,i,5,6,1.0,-5,-12,0,CCn1c(SCC(=O)Nc2ccccc2F)nnc1-c1ccoc1C
-1,-17,-1.4,i,6,-1,-0.2,-2,-11,0,CCCCNC(=O)CN1C(=O)C(CC)Oc2ccc(Cl)cc21 (centres undefined)
-4,2,0.2,i,-1,0,-1.0,-14,-5,3,OCC1CCCCN1C(=S)NCc1ccco1 (centres undefined)
-1,-7,-0.3,i,19,1,0.6,.,-2,-4,Cc1c(C(=O)N2CCC2(C)C(=O)O)oc2ccccc12 (centres undefined)
-1,8,-0.4,i,-13,2,0.8,-8,-2,-3,COc1ccc(C(=O)COC(=O)C(CCSC)NC(=O)COc2ccccc2)cc1 (centres undefined)
0,2,-1.4,i,-18,-4,-1.1,2,-5,4,COc1ccc(C(=O)Oc2ccc[nH]c2=O)cc1
-1,3,-1.0,i,-10,1,0.0,-3,-8,3,CC(C)(C)OC(=O)NCCc1nnc(SCc2cccc(Cl)c2)o1
-3,1,-0.4,i,5,1,0.6,-10,-16,0,Cc1ccc(SCC(=O)c2cc(C)c(O)c(C)c2)cc1
-1,5,-0.4,i,15,-3,0.5,-10,-3,-2,CCOc1ccccc1N(CC(=O)N1CCCCCC1)S(=O)(=O)c1ccc(C)cc1
-1,16,-1.0,i,3,-3,-0.7,-20,1,1,COc1ccc(Cl)cc1NC(=O)NCCCl
2,7,-0.6,i,-14,-6,2.6,-8,4,10,COC(=O)c1c(NC(=O)c2ccc(Br)s2)sc2c1CCC2
5,2,0.8,i,-14,-38,3.6,23,1,13,O=C(N/N=C/c1ccc([N+](=O)[O-])o1)c1cc2ccccc2o1
-1,-2,-0.7,i,-11,-1,0.5,-3,-8,-4,Cc1cccc(NC(=O)NC2CC3CCC(C2)N3Cc2ccco2)c1 (centres undefined)
.,-10,0.2,.,2,-5,7.1,.,25,.,CC(=O)CC1c2cc(F)ccc2C=C(c2ccsc2)N1c1ccc(-c2cccnc2)cc1 (centres undefined)
-3,0,-1.0,i,6,0,-0.7,-8,1,0,COC(=O)CN(C(=S)Nc1ccccc1)C1CC(=O)N(c2ccc(OC)cc2)C1=O (centres undefined)
1,-1,-0.1,i,-15,5,-2.1,14,1,10,CCCCCSc1nnc(-c2cc(Br)ccc2N)c(=O)[nH]1
-1,-6,-0.6,i,-10,1,0.0,6,-8,0,CCc1ccc(OC)c(S(=O)(=O)NCc2cccs2)c1
4,4,0.2,i,-25,-2,2.7,-4,3,5,CN(C)c1nc(-c2cccs2)cc(C(F)(F)F)c1C#N
-2,2,-0.2,i,-16,-4,3.4,-10,13,-5,Cc1ccc(S(=O)(=O)N(C)c2ccc(OC(=O)c3cc(=O)[nH]c4ccccc34)cc2)cc1
1,1,-1.0,i,1,2,2.0,-5,4,-1,O=C(NCCCc1ccccc1)C1CCC(CNc2c(N3CCCCC3)c(=O)c2=O)CC1 (centres undefined)
1,2,-0.2,i,-18,2,0.3,.,7,-11,CC1Nc2ncnc(N3CCc4ccccc4C3)c2N(Cc2ccccc2)C1=O (centres undefined)
1,-3,-1.4,i,7,-2,0.9,-12,1,-3,FC(F)(F)c1cc(-c2cccs2)nc(-n2cc(Cl)cn2)n1
-4,3,-0.2,i,0,-9,-0.4,.,3,-1,OC(c1cccc(Cl)c1)c1nc(-c2cccc3cccnc23)cs1 (centres undefined)
2,8,0.6,i,-5,-3,1.2,-4,8,-4,Cc1nc2ccc(NC(=S)N3CCC(C)CC3)cc2nc1C
2,-7,-0.3,i,6,3,1.3,-14,3,-6,COc1ccc2c(c1)C(=O)N1[C@H]3c4cc(OC)ccc4OC[C@@H]3[C@H](c3ccccc3)[C@]1(C)C(=O)N2
3,17,-0.5,i,-5,4,0.2,.,7,5,C=CCn1c(=O)c(C(=O)Nc2ncccc2C)c(O)c2ccccc21
2,5,-0.9,i,24,0,4.1,50*,9,-4,O=C1C=C(O)c2cccc(O)c2C1=O
0,0,1.3,i,-4,1,-0.9,-3,0,-11,CCOc1ccc(-c2csc(Cn3c(CN4CCN(C)CC4)nc4ccccc4c3=O)n2)cc1

# Remaining list, next part
STEP block,SKN-1 inh,Tb MetRS inh,Neddyl block,CendR NRP1 mod,SUMO1 PPI mod,LMPTP block,Scp-1 inhibitor,NadD inh,DNMT1 block,molecule
1,-15,-0.5,i,-7,1,-0.6,-5,-5,1,COc1ccc(OC)c(NC(=O)CSc2nc3nc(C)cc(C)n3n2)c1
0,5,-0.4,i,20,-2,-0.4,-8,4,-3,Cc1ccc(SCC(=O)OCC(=O)NCCc2ccccc2)cc1
-2,10,-0.4,i,-4,23,0.2,-5,-6,2,Cc1ccc(NC(=O)CSc2nncc3ccccc23)cc1
-1,7,0.3,i,-6,-5,1.7,3,-4,0,COc1ccccc1N1CCN(CCCCOc2cccc3ccccc23)CC1
-1,-28,1.3,i,14,9,-0.7,6,1,2,CCOC(=O)C1C(=O)NC(C)C1c1ccccc1 (centres undefined)
3,30,0.1,i,1,0,1.5,-10,-2,-21,CSc1nc2c(c(-c3ccccc3)c1C#N)CCC2
2,4,-0.5,i,-1,2,0.3,-5,4,0,COc1ccc(Cl)cc1-c1n[nH]c(=S)n1C1CCCCC1
2,4,-0.2,i,-8,-10,0.8,-4,3,-4,Cc1ccc(OCC(=O)N/N=C/C=C/c2ccco2)cc1C
-2,-11,-0.3,i,-7,-33,-8.0,4,0,-4,Cc1ccc(S(=O)(=O)NC(CC(C)C)C(=O)NCC(c2ccco2)N2CCCCC2)cc1 (centres undefined)
1,1,-0.4,i,-6,-1,0.4,-1,-1,1,COc1ccc(C2(CNC(=O)Cc3ccc(OC)c(OC)c3)CCCC2)cc1
0,14,-0.6,i,-6,-13,2.1,-14,-3,-12,C=CCOc1ccc2c(c1)C(=NO)c1cc(OCC=C)ccc1-2
-2,3,-0.3,i,0,-2,1.7,0,8,13,Cc1cccc(NC(=S)NC(NC(=O)OCc2ccccc2)C(Cl)(Cl)Cl)c1 (centres undefined)
-3,1,0.3,i,-4,3,-1.5,-10,7,-3,O=C(Nc1ccccc1F)Nc1ccccc1F
-1,30,0.0,i,-1,0,-3.2,-9,2,-1,O=C(CN1C(=O)c2ccccc2S1(=O)=O)NCc1ccccc1Cl
-2,-8,-0.9,i,-2,-16,-2.5,-3,2,-1,O=C(Nc1ccon1)C12CC3CC(C1)CC(n1cnc([N+](=O)[O-])n1)(C3)C2
2,-2,-0.1,i,9,-7,-0.5,-6,-6,-2,CC(=O)Nc1cccc(C(=O)N/N=C/c2cccnc2)c1
8,0,0.0,i,4,4,-0.1,-5,0,-6,CCN1C(=O)[C@@H]2[C@@H](c3ccc(SC4CCCCC4)cc3)N3CCC[C@@]3(C(=O)OC)[C@@H]2C1=O
1,3,-0.2,i,2,0,-2.0,-3,1,-1,CCN1C[C@@H]2[C@@H]3C(=O)N(Cc4ccccc4)C(=O)[C@@H]3[C@](C)(C1=O)N2C(=O)c1ccc(F)cc1
-2,9,-0.4,i,-12,2,-1.2,-3,2,-2,CC(C)(C)NC(=O)CN1CCC(O)(c2ccccc2)CC1
-3,2,-0.3,i,4,24,-1.9,-4,-2,-9,CCC(CO)Oc1cc(NC(=O)c2cccc(F)c2)c2ncn(C(C)C)c2c1 (centres undefined)
-2,-9,0.1,i,-6,1,-0.8,-3,1,-5,CCN(CCCNC(=O)COc1cc(=O)n(CC)c2ccccc12)c1ccccc1
2,-5,-0.1,i,-11,10,-1.5,-7,-1,-2,COc1ccc(N(CC(=O)Nc2cccc(C)c2C)S(=O)(=O)c2c(C)n[nH]c2C)cc1
-7,8,-1.6,i,0,1,0.3,6,0,3,CCc1nnc(NC(=O)CSc2nnc(C)n2-c2ccc(C)cc2)s1
-1,1,-0.2,i,-1,3,-0.1,-3,-4,0,COc1ccc(C(=O)c2cc(OC)c(OC)c(OC)c2)cc1OC

# Reformatted: twelve of the compounds above
smiles,STEP block,SKN-1 inh,Tb MetRS inh,Neddyl block,CendR NRP1 mod,SUMO1 PPI mod,LMPTP block,Scp-1 inhibitor,NadD inh,DNMT1 block
COc1ccc(OC)c(NC(=O)CSc2nc3nc(C)cc(C)n3n2)c1,1,-15,-0.5,i,-7,1,-0.6,-5,-5,1
Cc1ccc(SCC(=O)OCC(=O)NCCc2ccccc2)cc1,0,5,-0.4,i,20,-2,-0.4,-8,4,-3
Cc1ccc(NC(=O)CSc2nncc3ccccc23)cc1,-2,10,-0.4,i,-4,23,0.2,-5,-6,2
COc1ccccc1N1CCN(CCCCOc2cccc3ccccc23)CC1,-1,7,0.3,i,-6,-5,1.7,3,-4,0
CCOC(=O)C1C(=O)NC(C)C1c1ccccc1 (centres undefined),-1,-28,1.3,i,14,9,-0.7,6,1,2
CSc1nc2c(c(-c3ccccc3)c1C#N)CCC2,3,30,0.1,i,1,0,1.5,-10,-2,-21
COc1ccc(Cl)cc1-c1n[nH]c(=S)n1C1CCCCC1,2,4,-0.5,i,-1,2,0.3,-5,4,0
Cc1ccc(OCC(=O)N/N=C/C=C/c2ccco2)cc1C,2,4,-0.2,i,-8,-10,0.8,-4,3,-4
Cc1ccc(S(=O)(=O)NC(CC(C)C)C(=O)NCC(c2ccco2)N2CCCCC2)cc1 (centres undefined),-2,-11,-0.3,i,-7,-33,-8.0,4,0,-4
COc1ccc(C2(CNC(=O)Cc3ccc(OC)c(OC)c3)CCCC2)cc1,1,1,-0.4,i,-6,-1,0.4,-1,-1,1
C=CCOc1ccc2c(c1)C(=NO)c1cc(OCC=C)ccc1-2,0,14,-0.6,i,-6,-13,2.1,-14,-3,-12
Cc1cccc(NC(=S)NC(NC(=O)OCc2ccccc2)C(Cl)(Cl)Cl)c1 (centres undefined),-2,3,-0.3,i,0,-2,1.7,0,8,13

# Random excerpt: 2 compounds from above.
STEP block,SKN-1 inh,Tb MetRS inh,Neddyl block,CendR NRP1 mod,SUMO1 PPI mod,LMPTP block,Scp-1 inhibitor,NadD inh,DNMT1 block,molecule
-3,1,0.3,i,-4,3,-1.5,-10,7,-3,O=C(Nc1ccccc1F)Nc1ccccc1F
1,-15,-0.5,i,-7,1,-0.6,-5,-5,1,COc1ccc(OC)c(NC(=O)CSc2nc3nc(C)cc(C)n3n2)c1
